ERa SRC1 inh: blocks coactivator binding to human estrogen receptor alpha; inhibition, % at 25.6 µM; TR-FRET ER-alpha LBD / SRC-1 peptide, estradiol-bound; hit rate 1.7% among 86,000; P03372; in the data active means inhibition above about 50%;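 further: 0% = receptor plus peptide control and 100% = peptide only without receptor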
Mac1 fbg enh: CD11b/CD18-fibrinogen binding enhancement | hit rate 0.07% among 93,000 | P05107+P11215 | K562 CD11b/CD18 adhesion to fibrinogen, ATPlite luminescence | activation, % at 10 µM;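 active means 10 µM primary screen giving 50% or more activity, confirmed by 40% or more on retest at that dose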; further: strong numbers were not always called active; reference of the scale not given here
ERa coact pot: ER-alpha (human) coactivator binding potentiation; TR-FRET ERalpha-LBD/SRC-Cy5 coactivator binding, 2 h; 100 = basal binding, no effect; coactivator binding (% of control), % at 25.6 µM; hit rate 1.3% among 86,000; in the data active means activity above about 200%;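 further: binding measured in presence of low estradiol as agonist stimulus; 0% = peptide alone without receptor and 100% = receptor with peptide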
MT1-MMP txn act: MT1-MMP promoter transcription activation | hit rate 0.16% among 86,000 | HT1080 MT1-MMP promoter luciferase reporter, luminescence, overnight; active compounds read high | AID 750 | activation factor at 10 µM;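 active means activation factor of at least 2 for MT1-MMP transcription at 10 µM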
CD11b adhes inh: inhibitors of human CD11b/CD18 binding to fibrinogen. K562 CD11b/CD18 adhesion to fibrinogen, ATPlite luminescence; Mn2+ added to activate the integrin. hit rate 0.54% among 93,000. inhibition, % at 10 µM. P05107+P11215. AID 1497;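 active means primary inhibition of 50% or more at 10 µM, then 40% or more on retest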; further: some results filed as inactive read as strong as hits
PLAP activator: activates human placental alkaline phosphatase | purified PLAP enzyme, luminescent substrate read-out; active compounds read high | hit rate 1.2% among 96,000 | P05187 | activation fold at 20 µM; in the data active means activation fold above about 2
Ecoli WT expand: growth inhibitors of E. coli BW25113 wild type | growth inhibition, % at 100 µM | AID 710 | hit rate 0.15% among 98,000 | OD600 absorbance;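 active means growth inhibition above about 50% at one test dose, limit read from the data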;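 further: growth measured after 20 h incubation at 37 °C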
FAK inh: FAK (human) kinase inhibition. hit rate 0.84% among 97,000. inhibition, %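 (tested at 7 µM)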. AID 727. biochemical FAK kinase activity assay. Q05397; in the data active means inhibition above about 19%;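 further: 0% = DMSO and 100% = reference compound high control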
Target sequence (Q05397 whole entry, looked up): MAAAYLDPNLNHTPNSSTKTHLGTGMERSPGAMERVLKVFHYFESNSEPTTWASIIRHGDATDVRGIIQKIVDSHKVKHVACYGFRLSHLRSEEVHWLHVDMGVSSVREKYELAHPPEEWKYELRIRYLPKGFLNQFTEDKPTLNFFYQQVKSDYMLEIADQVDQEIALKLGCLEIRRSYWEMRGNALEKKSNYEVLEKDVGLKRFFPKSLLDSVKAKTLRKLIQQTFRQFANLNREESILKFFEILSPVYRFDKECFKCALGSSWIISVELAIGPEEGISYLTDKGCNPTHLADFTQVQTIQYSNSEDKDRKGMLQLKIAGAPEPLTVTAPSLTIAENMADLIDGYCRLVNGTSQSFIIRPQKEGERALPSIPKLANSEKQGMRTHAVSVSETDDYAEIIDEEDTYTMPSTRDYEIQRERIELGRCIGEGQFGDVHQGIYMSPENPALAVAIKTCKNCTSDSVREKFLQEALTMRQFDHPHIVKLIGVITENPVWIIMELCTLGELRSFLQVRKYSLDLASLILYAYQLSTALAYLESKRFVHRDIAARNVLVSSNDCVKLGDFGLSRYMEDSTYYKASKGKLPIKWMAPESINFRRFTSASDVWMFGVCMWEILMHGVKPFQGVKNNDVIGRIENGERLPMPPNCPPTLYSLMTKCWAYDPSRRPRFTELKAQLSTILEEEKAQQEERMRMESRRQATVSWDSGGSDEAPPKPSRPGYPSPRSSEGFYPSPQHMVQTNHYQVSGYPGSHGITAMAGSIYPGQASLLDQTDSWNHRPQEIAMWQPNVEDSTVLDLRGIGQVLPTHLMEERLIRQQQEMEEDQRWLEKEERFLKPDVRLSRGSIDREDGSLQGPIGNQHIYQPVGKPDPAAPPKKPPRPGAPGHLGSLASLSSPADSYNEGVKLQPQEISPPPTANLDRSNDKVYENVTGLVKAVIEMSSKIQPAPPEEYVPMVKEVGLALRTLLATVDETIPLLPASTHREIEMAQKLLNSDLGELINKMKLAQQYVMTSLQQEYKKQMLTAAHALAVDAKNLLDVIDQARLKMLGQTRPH
ERb coact inh: blocks coactivator binding to human estrogen receptor beta; Q92731; TR-FRET ER-beta LBD / SRC1-Cy5 peptide binding; receptor agonist-loaded with 1 µM estradiol; inhibition, % at 25.6 µM; hit rate 1.3% among 86,000;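 active means compounds whose percent inhibition of the receptor-coactivator binding signal exceeds about 50% in the single-dose screen, limit read from the data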;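 further: 0% = receptor plus peptide wells without compound and 100% = peptide-only wells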
An asterisk follows results filed as active; x = not tested or not shown; [ ] = remark or other dose. This is a subset, so the mix of outcomes need not match the whole.

SMILES	ERa SRC1 inh	Mac1 fbg enh	ERa coact pot	MT1-MMP txn act	CD11b adhes inh	PLAP activator	Ecoli WT expand	FAK inh	ERb coact inh
CN1C(=O)N(C)C(=O)C2(Sc3ccccc3C2=O)C1=O	-7	-3	87	1.2	-5	0.9	5	-5	-5
COc1ccc(CN2CCCCC2c2cccnc2)cc1C (stereo not drawn)	5	-3	121	1.2	1	1.1	4	1	5[fluorescence artefact?]
CC(=O)c1c(C)n(C(C)C)c2ccc(O)cc12	-16	x	102	1.1	x	x	x	3	-11
Cc1ccccc1C1=NCC(=O)N(CC(=O)NCc2ccco2)c2sc3c(c21)CCCC3	5	9	87	1.1	10	1.5	-1	0	0
COc1ccc(C2SCC(=O)Nc3c2c(=O)[nH]n3C2CCCCC2)cc1 (stereo not drawn)	6[fluorescence artefact?]	0	104[fluorescence artefact?]	1.1	10	1	-17	-4	1[fluorescence artefact?]
O=c1[nH]c(=O)n(CCc2ccccc2)c(O)c1C=NCCN1CCNCC1	3	4	99	1.1	4	1	1	-2	20[fluorescence artefact?]
O=C(O)c1c[nH]c2ccc(S(=O)(=O)N(CCCl)CCCl)cc12	23[fluorescence artefact?]	-4	91	1.1	7	1	5	-1	-1
CCN(CC)C(=O)c1ccc(NC(=O)c2cc(-n3cnnc3)ccc2Cl)cc1	-1	-2	104	1.1	5	1.2	5	-2	-2
O=c1[nH]c(=S)n(CCC2=CCCCC2)c(O)c1C=NCCCn1ccnc1	6	4	76	1.2	-28	1.5	-4	1	-5
CN1CC=C2C(C#N)=C(N)C(C#N)(C#N)C(c3ccncc3)C2C1 (stereo not drawn)	-14	-1	42	1.1	3	1	-3	-2	-3
CCOc1cc(C(=O)N2CCC3(CC2)OCCO3)cc(OCC)c1OCC	0	0	112	0.9	-10	1.5	5	-2	-7
O=C(CN1CCCC1=O)Nc1ccccc1	15	-2	105	1.1	-14	1.1	-2	0	-15

Part of the list above, with each value named.
Cc1ccccc1C1=NCC(=O)N(CC(=O)NCc2ccco2)c2sc3c(c21)CCCC3
  ERa SRC1 inh: 5
  Mac1 fbg enh: 9
  ERa coact pot: 87
  MT1-MMP txn act: 1.1
  CD11b adhes inh: 10
  PLAP activator: 1.5
  Ecoli WT expand: -1
  FAK inh: 0
  ERb coact inh: 0

COc1ccc(C2SCC(=O)Nc3c2c(=O)[nH]n3C2CCCCC2)cc1 (stereo not drawn)
  ERa SRC1 inh: 6[fluorescence artefact?]
  Mac1 fbg enh: 0
  ERa coact pot: 104[fluorescence artefact?]
  MT1-MMP txn act: 1.1
  CD11b adhes inh: 10
  PLAP activator: 1
  Ecoli WT expand: -17
  FAK inh: -4
  ERb coact inh: 1[fluorescence artefact?]

O=c1[nH]c(=O)n(CCc2ccccc2)c(O)c1C=NCCN1CCNCC1
  ERa SRC1 inh: 3
  Mac1 fbg enh: 4
  ERa coact pot: 99
  MT1-MMP txn act: 1.1
  CD11b adhes inh: 4
  PLAP activator: 1
  Ecoli WT expand: 1
  FAK inh: -2
  ERb coact inh: 20[fluorescence artefact?]

O=C(O)c1c[nH]c2ccc(S(=O)(=O)N(CCCl)CCCl)cc12
  ERa SRC1 inh: 23[fluorescence artefact?]
  Mac1 fbg enh: -4
  ERa coact pot: 91
  MT1-MMP txn act: 1.1
  CD11b adhes inh: 7
  PLAP activator: 1
  Ecoli WT expand: 5
  FAK inh: -1
  ERb coact inh: -1

Later entries.
SMILES	ERa SRC1 inh	Mac1 fbg enh	ERa coact pot	MT1-MMP txn act	CD11b adhes inh	PLAP activator	Ecoli WT expand	FAK inh	ERb coact inh
COC(=O)C(O)(c1c(C)[nH]n(-c2ccccc2)c1=O)C(F)(F)F (stereo not drawn)	29	-1	83	1.2	8	0.9	4	-2	50[fluorescence artefact?]
Cc1oc(-c2cccs2)nc1CSCC(=O)N1CCC2(CC1)OCCO2	4	0	97[fluorescence artefact?]	1	0	1.1	-8	-3	20[fluorescence artefact?]
N[C@@H](Cc1c[nH]c2ccccc12)c1nnc(SCc2ccc(Cl)cc2)o1	4[fluorescence artefact?]	2	95	1.2	5	1.8	21	-1	2[fluorescence artefact?]
CCCCCSc1cc(OC)c(CCNC)cc1OC	x	7	x	x	5	1.1	3	-1	x
O=C1NC(=O)C(Cc2cccs2)C(=O)N1	x	0	x	1.1	0	0.9	-6	-4	x
Cc1ccc2cccc(OC(=O)N(C)c3ccccc3)c2n1	0	1	111	1.1	-6	1.6	3	x	-5
CCOC(=O)C1=C(C)OC(N)=C(C(=O)OCC)[C@@]12C(=O)N(CC(N)=O)c1ccccc12	-1[fluorescence artefact?]	-1	103	1	-28	1.1	1	-4	5[fluorescence artefact?]
CCC(=NCC1CCCO1)c1c(O)[nH]c(=O)[nH]c1=O (stereo not drawn)	0	-3	100	1	-4	1	-2	0	4
Clc1ccc2c(N3CCNCC3)ccnc2c1	-3	-4	119	1.1	-8	0.9	6	2	4
O=P(O)(O)Cc1ccccc1OP(=O)(c1ccccc1)c1ccccc1	-11[fluorescence artefact?]	-1	108	1.1	-1	0.9	-2	-1	1
CCCCc1nc(N2CCNCC2)c(C#N)c2c1CSC(C)(C)C2	x	-1	x	1.1	4	1.4	29	0	x
C[C@]12CCC(=O)C=C1CCC1C2CC[C@@]2(C)C1CC[C@@]2(O)CC#N (stereo partly drawn)	1	7	97	1.2	3	0.9	x	x	54*
CCCCn1c(O)c(C(C)=Nc2ccc(C(=O)O)cc2)c(=O)[nH]c1=O	2	2	114	1.2	-10	0.9	2	1	-2[fluorescence artefact?]
CC(C)[C@@]1(NC(=O)[C@@H]2C=C3c4cccc5[nH]cc(c45)C[C@H]3N(C)C2)O[C@@]2(O)[C@@H]3CCCN3C(=O)[C@H](Cc3ccccc3)N2C1=O	50[fluorescence artefact?]	x	50[fluorescence artefact?]	1	x	x	x	x	35[fluorescence artefact?]
CCCOC(=O)c1c(N)n(Cc2cccs2)c2nc3ccccc3nc12	1	-3	84	1.1	-1	0.9	-9	0	-6
Nc1ccccc1C(=O)OCC(=O)N1CCc2ccccc21	-5	-2	90	1.6	-3	1	-1	0	-4
O=C(CNC1CCCCC1)N1CCC2(CC1)OCCO2	0[fluorescence artefact?]	-6	123	1	2	0.8	4	0	3[fluorescence artefact?]
O=C(c1cc(-c2ccc(Cl)cc2)n(-c2ccc(Cl)cc2Cl)n1)N1CCOCC1	x	1	x	x	7	1.2	-1	-1	x
CCOC(=O)c1c(N)n(Cc2ccc(OC)cc2)c2nc3ccccc3nc12	-30	2	105	1	-8	0.9	-10	4	-28[fluorescence artefact?]
O=C1NC(=O)N(c2ccc3c(c2)OCO3)C(=O)/C1=C/c1ccc(N2CCCCC2)o1	x	0	x	x	-9	0.8	5	0	x
COc1cc(Br)cc(CN2CCN(C)CC2)c1O	2	3	97[fluorescence artefact?]	1.1	-1	1.2	7	2	10
CC12CN3CC(C)(CN(C1)C3c1cccs1)C2O (stereo not drawn)	-8[fluorescence artefact?]	-3	87	1	9	1.1	4	1	0[fluorescence artefact?]
COc1ccc(CCN(C)Cc2ccc(F)cc2F)cc1OC	1	-3	110	1.1	-4	1.2	6	-1	-4
CC1(C)C2CC=C(CN3CCC(O)CC3)C1C2 (stereo not drawn)	-3	4	118	1	-5	1.6	-8	1	-4
Cc1cccc(-n2c(C)nc3cc(C(=O)N4CCC5(CC4)OCCO5)ccc32)c1	x	-4	x	1.3	-3	1.4	1	-4	x
CCCCn1c(O)c(C(C)=Nc2ccc(OCC)cc2)c(=O)[nH]c1=O	-3	-4	87	1.2	3	0.9	0	-5	-11
N#Cc1ccc(Cn2cc(C(=O)c3ccco3)c3ccccc32)cc1	-7	2	84	1.4	-4	0.9	-15	2	0
COc1ccc(CC[n+]2cc(/N=C(\C)[O-])on2)cc1OC	-1	x	106	1.1	x	x	-10	-1	-11
O=C1CCCN1C(=O)c1cncc(Br)c1	-13	-2	93	1.2	-7	0.9	-10	-3	-2
Clc1cccc(N2CCNCC2)c1Cl	-19	x	106	1.2	x	x	x	-2	-34[fluorescence artefact?]
O=c1[nH]c(=O)n(-c2cccc3ccccc23)c(O)c1C=NCCCn1ccnc1	-5	3	131	1.2	-8	1.6	0	2	-14
O=C1C2CCN(CC2)C1Cc1ccc(OCCOc2ccccc2)cc1 (stereo not drawn)	-11	-2	122[fluorescence artefact?]	1.1	11	1.4	4	-4	2
COc1ccc(CCC(C)NCCc2ccccc2)cc1 (stereo not drawn)	-8	-2	100	1.1	40	0.9	9	0	-8
C=CCN1C(=O)NC(=O)/C(=C/c2ccc(OC)c(CSc3ccccn3)c2)C1=O	3	x	109	1.1	x	1.2	5	2	-3
C=CCN1C(=O)CSc2ccc(C(=O)N3CCC4(CC3)OCCO4)cc21	4	3	125	1.3	-10	1	2	1	-9
COP(=O)(OC)C1(Nc2ccc(C)cc2)CCCCC1	-4	5	87	1.1	-27	1.2	-4	2	2
CC(C)C(=O)c1cn(Cc2ccc(C#N)cc2)c2ccccc12	-18	x	92	1.3	x	x	x	1	-36
COc1ccc2c(c1)CC1(CN2C)C(=O)NC(=O)N(c2ccc(C)cc2)C1=O (stereo not drawn)	16	4	111	1.1	-6	1.7	6	-1	20[fluorescence artefact?]
O=C(NC1(C(F)(F)F)Oc2ccccc2O1)N1CCC2(CC1)OCCO2	10	x	73	1	x	x	x	1	36
O=C(C1CC(=O)N(C2CCCC2)C1)N1CCC2(CC1)OCCO2 (stereo not drawn)	-4	-1	96	1.1	3	1.1	6	-2	28[fluorescence artefact?]
CCOc1ccc(-n2c(-c3ccoc3)nc3ccccc3c2=O)cc1	0	-4	109	x	-1	0.9	3	-3	2
Fc1ccc2c(c1)nnn2C1CCN(Cc2c(Cl)cccc2Cl)CC1	-22	x	99	1.3	x	x	x	-1	-27
N[C@@H](Cc1c[nH]c2ccccc12)c1nnc(SCc2ccccc2)o1	x	1	x	1.1	1	1	15	0	x
CCCC[N+]12CCC(CC1)C(C(=O)c1cccs1)C2 (stereo not drawn)	-6	x	119	1.1	x	0.8	5	-1	-3

Structures listed so far with a CF3 group (two):
SMILES	ERa SRC1 inh	Mac1 fbg enh	ERa coact pot	MT1-MMP txn act	CD11b adhes inh	PLAP activator	Ecoli WT expand	FAK inh	ERb coact inh
COC(=O)C(O)(c1c(C)[nH]n(-c2ccccc2)c1=O)C(F)(F)F (stereo not drawn)	29	-1	83	1.2	8	0.9	4	-2	50[fluorescence artefact?]
O=C(NC1(C(F)(F)F)Oc2ccccc2O1)N1CCC2(CC1)OCCO2	10	x	73	1	x	x	x	1	36
